TR SRC2 fluor cs – counter-screen for TRb-SRC2 inhibitors: fluorescence interference; TRb/SRC2 Texas Red total fluorescence interference; AID 1479; 0.29% of 280,000 active; Potency, µM (highest dose often 106 µM), for the others: at the top dose fluorescence change, negative = quenching; active = well fitted curve in either direction with a large enough effect; inconclusive = small, poorly fitted or top-dose-only effect
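Human TRβ ligand-binding domain (0.6 uM) and Texas Red SRC2 peptide (20 nM) in Tris buffer with 1 uM T3 and 5% DMSO were incubated with pinned compound for 5 hr at ambient temperature. Total fluorescence was computed as S + 2P (555/632 nm).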
ALDH1A1 block – ALDH1A1 (human) enzyme inhibition; AID 1030; 7.3% of 220,000 active; Potency, µM (titrated, usually from 75.3 µM), for inactives: top-dose activity, negative = inhibition, hits mostly inhibitors; P00352; Purified ALDH1A1, NADH fluorescence, propionaldehyde substrate; active = well fitted inhibition curve with a large enough effect, not every such curve was filed as active; inconclusive = small, poorly fitted or top-dose-only effect, or another doubt; inactive = no such curve, though single readings can be large or run the other way;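 note: plate controls were no enzyme wells and a reference inhibitor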
Target sequence (P00352 whole entry, looked up): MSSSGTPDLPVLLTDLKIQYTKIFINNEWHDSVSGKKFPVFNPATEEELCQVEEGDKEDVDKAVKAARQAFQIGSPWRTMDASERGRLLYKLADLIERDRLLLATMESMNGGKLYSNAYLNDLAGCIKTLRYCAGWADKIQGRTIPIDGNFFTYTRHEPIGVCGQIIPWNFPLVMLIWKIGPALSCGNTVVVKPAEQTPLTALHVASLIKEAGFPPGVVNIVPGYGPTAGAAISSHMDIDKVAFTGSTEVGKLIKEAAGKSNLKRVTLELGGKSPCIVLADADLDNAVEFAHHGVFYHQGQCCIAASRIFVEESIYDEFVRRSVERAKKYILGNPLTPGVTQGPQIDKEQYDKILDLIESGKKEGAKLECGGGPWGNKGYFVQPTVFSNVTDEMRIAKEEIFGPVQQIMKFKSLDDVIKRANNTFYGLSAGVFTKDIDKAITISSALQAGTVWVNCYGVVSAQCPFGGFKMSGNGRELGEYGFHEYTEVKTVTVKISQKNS
L3MBTL1 inh – inhibitors of human L3MBTL1. Q9Y468. 0.66% of 230,000 active. Potency, µM (highest dose often 57.1 µM), without a hit: at the top dose activity, negative = inhibition, actives largely listed as inhibitors. AlphaScreen L3MBTL1–H3K9me1 peptide binding; note: nearly all actives have a fitted effect of over 60% in size
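First, the protein-peptide complex forms for 30 min at room temperature (L3MBTL1 50 nM, biotinylated H3K9me1 peptide 75 nM). Next, compounds are pin-transferred and incubated 30 min. Finally, AlphaScreen beads are added and read after 30 min.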
Tau fluor counter – counter-screen for tau fibril formation inhibitors | tau K18 P301L Alexa594 fluorescence, heparin fibrillization | Potency, µM (titrated, usually from 57.7 µM), for inactives: at the highest dose activity change, negative = decrease | 0.93% of 280,000 active; note: nearly all actives have a fitted effect of over 55% in size
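Human K18 P301L tau (15 uM unlabeled plus 0.24 uM Alexa 594-labeled, final) in 100 mM sodium acetate pH 7 was mixed with compound and 20 uM heparin and incubated 6 hr at 37 C.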
TRb-SRC2 inh – TRbeta-SRC2 interaction inhibition; P10828; TRbeta-SRC2 peptide binding, fluorescence polarization; receptor liganded with 1 µM T3; Potency, µM (titrated, usually from 106 µM), for inactives: top-dose activity change, negative = inhibition, actives largely listed as inhibitors; 0.065% of 280,000 active; AID 1469;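 note: plate controls were bound peptide for no effect and peptide without receptor for full effect; nearly all actives have a fitted effect of over 50% in size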
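Fluorescence polarization of 20 nM Texas Red SRC2 peptide with 0.6 uM human TRb ligand-binding domain, in Tris buffer with 1uM T3 and 5% DMSO. Incubated 5 hr ambient; normalized to unbound and bound controls.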
aGal spleen mod – inhibits or activates alpha-galactosidase in human spleen homogenate | P06280 | human spleen homogenate, 4MU-alpha-Gal fluorescence, 40 min | Potency, µM (doses to about 80 µM), without a hit: at the highest dose activity change, negative = inhibition, most hits filed as inhibitors | 0.008% of 240,000 active | AID 2107;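 note: 0% = enzyme with vehicle and -100% = no enzyme basal signal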
Target sequence (P06280 32-429 limits assumed): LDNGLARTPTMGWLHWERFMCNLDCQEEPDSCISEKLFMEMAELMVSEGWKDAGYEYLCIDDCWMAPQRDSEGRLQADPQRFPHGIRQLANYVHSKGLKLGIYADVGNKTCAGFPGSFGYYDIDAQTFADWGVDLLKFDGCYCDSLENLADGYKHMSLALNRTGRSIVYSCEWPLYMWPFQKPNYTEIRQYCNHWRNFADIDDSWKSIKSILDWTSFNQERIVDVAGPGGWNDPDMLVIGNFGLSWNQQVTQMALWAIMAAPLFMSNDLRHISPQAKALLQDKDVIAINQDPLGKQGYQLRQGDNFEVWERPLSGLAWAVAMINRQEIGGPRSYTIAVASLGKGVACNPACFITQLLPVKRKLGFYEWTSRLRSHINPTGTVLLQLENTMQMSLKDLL
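Spleen homogenate 1 ug + cpd (titration) + 4-MU-alpha-D-galactopyranoside 1 mM; 37C 40 min; 50 mM citrate/phosphate pH 5.0, 0.01% Tween-20; stop pH 10; fluorescence 365/440; AC50 via Hill.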
Tau FP inhib – blocks human tau fibril formation measured by polarization. Potency, µM (titrated, usually from 57.7 µM), for the others: at the highest dose activity, negative = inhibition, usual class: inhibitors. P10636. K18 P301L tau heparin fibrillization, Alexa594 FP, 6 h. 0.39% of 280,000 active; note: nearly all actives have a fitted effect of over 55% in size
Target sequence (P10636 561-689 P618L limits assumed): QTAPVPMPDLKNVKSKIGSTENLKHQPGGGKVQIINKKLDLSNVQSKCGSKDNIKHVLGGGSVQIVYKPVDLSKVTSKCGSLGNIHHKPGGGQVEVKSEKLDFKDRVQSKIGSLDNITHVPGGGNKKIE
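Compound effects on tau fibrillization are measured by Alexa 594 fluorescence polarization (ex 555, em 632 nm). K18 P301L tau is used at 15 uM with 0.24 uM labeled tracer, and 20 uM heparin induces aggregation over 6 hr at 37 C.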
Tau fibril ThT – tau fibrillization inhibition (ThT binding) | P10636 | Potency, µM (doses to about 57.4 µM), inactives show at the highest dose activity, negative = inhibition, hits mostly inhibitors | recombinant tau K18 P301L, heparin-induced fibrillization, ThT fluorescence | 2.1% of 270,000 active; note: nearly all actives have a fitted effect of over 55% in size
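Fibril formation assay: tau K18 P301L at 15 uM with trace Alexa 594 label, heparin inducer 20 uM, pH 7 sodium acetate buffer, 37 C for 6 hr; endpoint ThT signal.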
* = called active by the depositor; ? = inconclusive; . = not tested or not shown; [ ] = remark or other dose. Unless noted, calls come from the whole dose curve; as a rule, active = well fitted curve in the direction sought with a large enough effect; inconclusive = small, poorly fitted or top-dose-only effect, or another doubt; inactive = no such curve, though single readings can be large; an effect the other way counts as inactive or inconclusive. Unless noted, % is set by controls: 0 for no effect and ±100 for the full control effect; potency is the fitted concentration of half-maximal effect.

SMILES	TR SRC2 fluor cs	ALDH1A1 block	L3MBTL1 inh	Tau fluor counter	TRb-SRC2 inh	aGal spleen mod	Tau FP inhib	Tau fibril ThT
CCCCOC(=O)c1[nH]c(C)c(C(=O)OC)c1C	0%	-76%	-1%	-15%	-5%	15%	-7%	-8%
COc1ccc2c(c1)c1c(c(=O)n(-c3ccc(F)c(Cl)c3)c(=O)n1CC(N)=O)n2C	-1%	.	.	0%	1%	.	-7%	-2%
Cc1ccc(N(CN2C(=O)c3ccccc3C2=O)C(=O)c2ccc([N+](=O)[O-])cc2[N+](=O)[O-])cc1	-1%	-9%	5%	-30%	-8%	-2%	9%	-9%
COc1ccc(Cn2cc(C(=O)c3ccc(Cl)cc3)c(=O)c3cc4c(cc32)OCO4)cc1	-5%	.	.	-13%	2%	.	3%	-3%
Cc1[nH]nc(SCC(=O)Nc2ccc(C#N)cc2)c1[N+](=O)[O-]	-30%	-16%	1%	-12%	6%	2%	5%	?
Cn1c(=O)c2cc(C(=O)N3CCN(c4cccc(C(F)(F)F)c4)CC3)sc2c2ccccc21	0%	.	.	-4%	-1%	.	-7%	-11%
CCOP(=O)(c1ccccc1)C(O)c1ccc(Br)cc1 (stereo not given)	0%	13%	-2%	3%	-4%	-5%	-7%	2%
CC(CCc1ccccc1)NC(=O)CN1CCSc2ccccc21 (stereo not given)	-2%	13µM*	.	?	4%	2%	-2%	?
COc1ccccc1CN1CCN(S(=O)(=O)c2ccccc2)CC1	1%	?	.	-7%	2%	-2%	1%	-11%
O=c1oc2ccccc2n1Cc1ccccc1	3%	0%	-6%	-6%[2.34 µM]	3%	2%	3%	3%
CS(=O)(=O)N1CCC(C(=O)Nc2cc(C(F)(F)F)ccc2Cl)CC1	-1%	5%	0%	4%	4%	10%	-4%	6%
Cc1ccc(NC(=O)c2ccc(NC(=O)N3CCSc4ncccc43)cc2)cc1Cl	-1%	.	.	-29%	0%	.	?	-1%
COc1cccc(CN2C(=O)CN(C3CCCCC3)C(=O)C2c2ccc(OC(C)C)c(OC)c2)c1 (stereo not given)	0%	.	.	1%	-3%	.	4%	2%
CCCCCCCCC(=O)N/N=C(\C)c1ccc(O)cc1O	-1%	-5%	-4%	-25%	7%	-5%	4%	-10%
O=C(NC1CCCC1)C1(c2ccccc2)CCN(S(=O)(=O)c2ccccc2)CC1	-2%	?	.	-19%	0%	-5%	-4%	-10%
COc1ccc(NC(=O)c2c(NC(=O)COc3ccccc3)sc3c2CCC(C)C3)cc1 (stereo not given)	-4%	.	.	-4%	3%	.	-1%	-1%
Cn1c(=O)c2c(ncn2CC(=O)OCC(=O)NC(c2ccccc2)c2ccccc2)n(C)c1=O	7%	2%	13%	-8%	8%	4%	?	-8%
Cn1c(COc2nnc(-c3ccc(Cl)cc3)c3ccccc23)nc2ccccc21	3%	11%	2%	-4%	4%	-2%	2%	-1%
Cc1ccc(NC(=O)CC(O)(C(F)(F)F)C(F)(F)F)c(Br)c1	2%	3%	-19%[11.4 µM]	-3%	0%	2%	7%	-12%
COc1cccc(OCC(=O)NNC(=O)Cc2cccs2)c1	-2%	9%	-3%	-5%	6%	0%	2%	-2%
O=C(c1ccc(F)cc1)n1c(NCc2ccccc2)n[nH]c1=S	-2%	4%	-11%	5%	1%	-18%	-1%	-5%
CCOCCCNC(=S)N1CCC(NC(=O)C23CC4CC(CC(C4)C2)C3)CC1	-4%	?	.	-14%	-7%	-1%	-2%	-9%
COc1cccc(CNC(=O)c2cc3c(=O)n(C)c4ccccc4c3n2C)c1	0%	.	.	1%	-3%	.	-3%	3%
COc1cc(C2SCC(=O)N2c2c(C)n(C)n(-c3ccccc3)c2=O)ccc1O (stereo not given)	-1%	.	-13%	-3%	7%	0%	2%	-10%
C=Cc1ccc(Cn2c(SCC(=O)N3CCN(c4ccc(F)cc4)CC3)nc3ccccc32)cc1	4%	.	.	-12%	8%	.	8%	-9%
Remaining list, next part:
SMILES	TR SRC2 fluor cs	ALDH1A1 block	L3MBTL1 inh	Tau fluor counter	TRb-SRC2 inh	aGal spleen mod	Tau FP inhib	Tau fibril ThT
O=C(NCc1ccccc1)C(c1ccc(F)cc1)N(Cc1ccc2c(c1)OCO2)C(=O)Cn1nnc(-c2cccs2)n1 (stereo not given)	3%	25µM*	-7%	-14%	4%	-3%	-7%	1%
CC(=O)NS(=O)(=O)c1ccc(N=NN2CCOCC2)cc1	1%	7%	7%	3%	0%	-7%	0%	1%
COc1cccc(C(=O)N2c3cc(C)ccc3C(C)(c3ccccc3)CC2(C)C)c1 (stereo not given)	2%	.	.	-18%	3%	.	-3%	-15%
CC(C)(O)C#Cc1ccc(CN2CCN(Cc3ccsc3)C(CCO)C2)s1 (stereo not given)	-6%	11%	3%	9%	-1%	-2%	-9%	1%
CCc1ccc(NC(=O)Cn2c(=O)n(Cc3ccc4c(c3)OCO4)c(=O)c3oc4ccccc4c32)cc1	-1%	.	.	-17%	17%	.	-20%	12%
COC(=O)/C=C/COc1ccccc1[N+](=O)[O-]	0%	-7%	6%	-4%	-7%	-14%	8%	-17%
Oc1c(C(c2ccccc2)N2CCCC2)sc2nc(-c3ccco3)nn12 (stereo not given)	-2%	.	.	-3%	-1%	.	-3%	-6%
CCCN(CCC)C(=O)Cn1c(=O)n(-c2ccc(Cl)cc2)c(=O)c2c3c(sc21)CCCCC3	5%	.	.	-3%	0%	.	2%	2%
COc1ccc(-c2cc(C(F)(F)F)nc(SCCC(=O)Nc3c(C)cccc3C)n2)cc1	1%	.	.	-3%	-4%	.	-12%	-8%
COc1ccc(S(=O)(=O)N(CC(=O)Nc2cc(Cl)ccc2C)Cc2ccccc2)cc1OC	3%	.	.	?	-7%	.	-13%	6%
Cc1nc(S(=O)(=O)c2ccc(Cl)cc2Cl)nc2c1CCC2	1%	-13%	1%	3%	-12%	-1%	-2%	4%
CC1CCN(C(=O)COc2ncnc3ccccc23)CC1	-1%	-6%	0%	-4%	6%	-10%	-4%	-3%
Cc1ccc(O)c(NC(=O)CSc2ccc(Cl)cc2)c1	-3%	-2%	-2%[11.4 µM]	-8%	-3%	4%	3%	3%
O=C(CCl)N1c2ccccc2OCC1c1ccccc1 (stereo not given)	0%	0%	-4%	5%	8%	0%	3%	12%
Cc1cccc(Cn2c(SCc3ccc(C(=O)NCCc4ccccc4)cc3)nc3ccncc32)c1	-1%	.	.	-24%	0%	.	1%	-5%
CCOC(=O)N1CCN(C(=O)c2ccc(N3C(=O)CCC3=O)cc2)CC1	-1%	21%	3%	7%	2%	12%	-1%	2%
Cc1ccccc1CNC1CCCCC1	3%	6%	7%	6%	8%	4%	6%	8%
COc1ccc(OC)c(S(=O)(=O)Nc2ccc(O)c(Sc3ncn[nH]3)c2)c1	0%	7%	-3%	-6%	1%	2%	-3%	-9%
CN(CC(=O)NCc1ccccc1Cl)S(=O)(=O)c1ccc2c(c1)c(=O)n(C)c(=O)n2C	-1%	.	.	3%	2%	.	4%	4%
CN(c1ccc(OCc2nnc(-c3ccccc3)o2)cc1)S(=O)(=O)c1ccccc1	3%	5%	.	-28%	6%	2%	2%	-15%
CC(C)c1cc(C(=O)O)n(-c2ccccc2)n1	0%	?	.	-5%	-13%	7%	3%	-13%
COc1cc(/C=N/N=C/c2cc(OC)c(O)c(OC)c2)cc(OC)c1O	-9%	1%	-8%	3%	3%	-5%	-1%	?
N#CC12CCCCC1CC1CCCCC1(C#N)N2Cc1cccnc1 (stereo not given)	0%	5%	2%	-13%	-5%	2%	-5%	0%
COc1ccccc1N1CCN(C(=O)CN2C(=O)c3cccc4cccc(c34)C2=O)CC1	-2%	-7%	-22%	-27%	-6%	6%	?	?
Cc1cccc(N(CC(=O)NC(C)c2ccccc2)S(=O)(=O)c2ccccc2)c1C (stereo not given)	0%	.	.	-9%	0%	.	12%	-15%

Four successive compounds from above:
SMILES	TR SRC2 fluor cs	ALDH1A1 block	L3MBTL1 inh	Tau fluor counter	TRb-SRC2 inh	aGal spleen mod	Tau FP inhib	Tau fibril ThT
Oc1c(C(c2ccccc2)N2CCCC2)sc2nc(-c3ccco3)nn12 (stereo not given)	-2%	.	.	-3%	-1%	.	-3%	-6%
CCCN(CCC)C(=O)Cn1c(=O)n(-c2ccc(Cl)cc2)c(=O)c2c3c(sc21)CCCCC3	5%	.	.	-3%	0%	.	2%	2%
COc1ccc(-c2cc(C(F)(F)F)nc(SCCC(=O)Nc3c(C)cccc3C)n2)cc1	1%	.	.	-3%	-4%	.	-12%	-8%
COc1ccc(S(=O)(=O)N(CC(=O)Nc2cc(Cl)ccc2C)Cc2ccccc2)cc1OC	3%	.	.	?	-7%	.	-13%	6%

Continuation:
SMILES	TR SRC2 fluor cs	ALDH1A1 block	L3MBTL1 inh	Tau fluor counter	TRb-SRC2 inh	aGal spleen mod	Tau FP inhib	Tau fibril ThT
COc1ccccc1CNC(=O)C1CC(=O)N(C2CCCC2)C1 (stereo not given)	-2%	1%	3%	4%	-13%	0%	0%	6%
Cc1cc(C(=O)NNS(=O)(=O)c2ccccc2C(F)(F)F)nn1C(C)(C)C	1%	-7%	8%	-16%	3%	-8%	1%	-13%
Cc1c(-c2cccc(NC(=O)C(C)(C)C)c2)nc2ncccn12	-3%	.	.	-3%	-5%	.	-9%	-2%
CCC(C)(C)n1nnnc1C(c1ccc(C)cc1)N1CCN(Cc2ccc3c(c2)OCO3)CC1 (stereo not given)	0%	-9%	-17%	-1%	0%	2%	1%	-6%
O=C(C[n+]1cc(Br)cc(Br)c1)c1cccc([N+](=O)[O-])c1	-5%	4µM*	-2%	0%	-5%	7%	-9%	2%
O=C(N/N=C/c1ccc(O)cc1)c1cccc(C(F)(F)F)c1	0%	-2%	-6%	-11%	1%	-2%	7%	?
CCOC(=O)c1c(C)oc(NC(=O)CCl)c1C(=O)OCC	-1%	3.5µM*	.	-3%	-4%	3%	-12%	-10%
COc1cccc(OC)c1C(=O)NC(=S)Nc1ccc(N2CCOCC2)c(Cl)c1	-2%	-9%	0%	-22%	-3%	-2%	-4%	-10%
O=C(CCN1CCN(C/C=C/c2ccccc2)CC1)Nc1ccccc1F	1%	-8%	-5%	-7%	0%	1%	-2%	-10%
Cc1cc([N+](=O)[O-])nn1CC(=O)N1CCCc2ccccc21	-1%	?	6%	-7%	-4%	-1%	4%	-8%
Cc1c(Cl)cccc1-n1ncc(C(=O)N2CCN(c3ncccn3)CC2)c1C1CCN(C(=O)OC(C)(C)C)CC1	-1%	.	.	-6%	6%	.	-4%	-13%

Compounds were not picked by outcome, and some 8.5% of all compounds hit somewhere here.
